Assay outcomes as filed in PubChem BioAssay.
TAG inh: inhibitors of triacylglycerol accumulation. H9c2 cells, Nile Red lipid (TAG) fluorescence; cells loaded with 200 µM oleic acid. inhibition, % at 12.5 µM. 230,000 tested, 0.66% active. AID 651582;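 active means pattern-corrected inhibition of lipid staining of at least 50% with the nuclear-stain viability signal not falling by more than 50%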;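 further: 0% = DMSO wells and 100% = triacsin C control wells; some results filed as inactive read as strong as hits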
TAG inh DAPI viability: further read-out of TAG inh, marked with its call; DAPI nuclei signal change (viability), lower = more cytotoxic, %;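 whole-well DAPI fluorescence read on a plate reader as a viability signal; minus 50 percent equals half of cells still viable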
An asterisk follows results filed as active. Not all compounds are listed; the hit share may differ from the screen's.

Second line of a record: TAG inh DAPI viability, TAG inh
O=C(CSc1ncn[nH]1)NC1CC2CCC1C2 (stereo unspecified)
→ -4, 12
N/C(=N\OC(=O)COc1ccc([N+](=O)[O-])cc1)c1ccncc1
→ -4, -8
N#Cc1cc2sc3nnc(-c4ccncc4)n3c2cc1C#N
→ 3, 9
CCOC(=O)c1cc(NC(=O)c2ccc(C)cc2)c(=O)oc1C(F)(F)F
→ 1, -11
Cc1c(NC(=O)c2ccc(F)c(S(=O)(=O)N3CCOCC3)c2)c(=O)n(-c2ccccc2)n1C
→ -6, 10
CCc1cccc2c(=O)c(C(=O)NCCCOC)c[nH]c12
→ 1, 8
CC1(C)CC(=O)C(CO)=C(c2cccc3ccccc23)C1=O
→ 0, -7
CCc1ccc(OCCNC(=O)c2cccs2)cc1
→ 6, -21
CCOc1ncccc1C(=O)OCc1csc(CC(=O)Nc2ccccc2C)n1
→ -11, 0
CCn1cnc2sc(C(=O)Oc3cccc(C)c3)c(C)c2c1=O
→ 3, -12
CN(CC(=O)Nc1ccccc1Cl)C(=O)c1ccccc1SCC(=O)N1CCCC1
→ 1, 12
COc1ccc(-c2cc(C(=O)Nc3ccc(C(N)=O)cc3)c3ccccc3n2)cc1OC
→ 19, 20
COc1ccc(COC(=O)C2=C(C)NC(=O)NC2c2cccc(Br)c2)cc1 (stereo unspecified)
→ -6, -5
C[C@H]1CN([C@@H](C)CO)C(=O)CCCn2nncc2CO[C@H]1CN(C)C(=O)Nc1ccccc1
→ 4, 1
CCn1c2ccccc2c2cc(C#N)c(N)nc21
→ 5, 4

Two entries picked at random from those above:
Second line of a record: TAG inh DAPI viability, TAG inh
N/C(=N\OC(=O)COc1ccc([N+](=O)[O-])cc1)c1ccncc1
→ -4, -8
Cc1c(NC(=O)c2ccc(F)c(S(=O)(=O)N3CCOCC3)c2)c(=O)n(-c2ccccc2)n1C
→ -6, 10

Next part
Second line of a record: TAG inh DAPI viability, TAG inh
CCC(Sc1nc2ccsc2c(=O)n1Cc1ccc(C(=O)O)cc1)C(=O)Nc1cc(Cl)ccc1C (stereo unspecified)
→ -5, 14
COc1cc(/C=C(\C#N)c2nn(CCO)c(N)c2C#N)cc(OC)c1OC
→ 6, 14
COC1OCC(O)C(NC(=O)N(C)N=O)C1O (stereo unspecified)
→ -5, 9
CC(C)CCC[C@@H](C)[C@H]1CC[C@H]2[C@@H]3C(=O)C=C4C[C@@H](O)CC[C@]4(C)[C@H]3CC[C@]12C
→ -4, 2
CCOc1ccc(NC(=O)C(=S)NC2CCCCC2)cc1
→ 3, 0
Cn1c(=O)cc(Cl)[nH]c1=O
→ -1, 12
Cc1cc(C)cc(N2C(=O)CC(Cn3nc(C)cc3C)C2=O)c1 (stereo unspecified)
→ 5, -5
Cc1ccc(NC(=O)CN(C)CC(=O)N(CC(C)C)c2c(N)n(CC(C)C)c(=O)[nH]c2=O)c(C)c1
→ 0, 7
CCOC(=O)C1(Cc2cccc(OC)c2)CCN(CCO)CC1
→ -7, -4
Cc1onc(-c2c(F)cccc2Cl)c1C(N)=S
→ 0, -6
CCN(CC)S(=O)(=O)c1cc(NC(=O)C(C)N2CCN(c3ccccn3)CC2)ccc1C (stereo unspecified)
→ 4, -1
Oc1ccc(/C=N/N2CCN(C3c4ccccc4-c4ccccc43)CC2)cc1
→ -1, -2
CN(C)c1ccc(CC(=O)N2CCCC(c3cc(C(=O)Nc4ccc(C(C)(C)C)cc4)no3)C2)cc1 (stereo unspecified)
→ 15, 9
Cc1c(N=Cc2cccnc2)c(=O)n(-c2ccccc2)n1C
→ 14, 1
Cc1cc(C)[n+](-c2ccc(Oc3ccccc3)c(S(=O)(=O)[O-])c2)[nH]1
→ 5, 9
COc1ccc(C(=O)OCC(=O)Nc2ccc(F)cc2F)cc1OC
→ -6, 24
CCCCn1c(N)c(N(CCC(C)C)C(=O)C2CC(=O)N(c3ccc(OC)cc3OC)C2)c(=O)[nH]c1=O (stereo unspecified)
→ 0, 6
CCO[C@H]1OC(C(=O)N2CCOCC2)=C[C@@H](c2ccccc2)[C@@H]1CCCO
→ -3, -11
O=C(O)c1cc(N/N=C/C(Cl)=C/c2ccccc2)ccc1Cl
→ -1, -6
CN(C(=O)COC(=O)c1ccc(Br)o1)c1c(N)n(Cc2ccccc2)c(=O)[nH]c1=O
→ -5, -1
O=C(O)c1nn2cc(CCO)cnc2c1Cl
→ -7, 9
O=C(CSc1ccc(F)cc1)N1CCN(S(=O)(=O)c2ccccc2)CC1
→ -3, -12
CC/C(=N\NC(=O)c1ccc2c(c1)OCO2)c1ccccc1
→ 5, 4
Cc1ccc(C)c(OCc2cc(C(=O)N3CC[C@@H]4CCCC[C@H]4C3)no2)c1
→ 4, 6
CC1=C(C(=O)OC2CCCC2)C(c2coc3ccccc3c2=O)C2=C(CC(C)(C)CC2=O)N1 (stereo unspecified)
→ -16, 12
Cc1n[nH]c(C)c1CCCCOc1ccc([N+](=O)[O-])cc1
→ -4, 6
O=C1C(Cl)=C(N2CCCCCC2)C(=O)N1c1ccccc1
→ 16, 22
Oc1c(N=NC(=S)Nc2ccccc2F)c2ccccc2n1Cc1ccccc1
→ 1, 11
O=C(CN1CCN(C(=O)CNC(=O)c2ccc(-c3ccccc3)cc2)CC1)Nc1ccccc1Cl
→ 0, 6
C/C(=N\NC(=O)C1CCCC1)c1ccc(NC(=O)C(F)(F)F)cc1
→ 7, 3
COc1ccccc1NC(=O)c1[nH]c(C)c(C(C)=O)c1C
→ 1, 6
CNS(=O)(=O)c1cc(O)c2c(S(=O)(=O)NC)cccc2c1
→ -1, -14
COc1ccc(NC(=O)CNC(=O)C2CCCCC2)cc1
→ -2, -2
CC(C)c1ccc(OCC(=O)Nc2ccc(OC(F)(F)F)cc2)cc1
→ 3, -14
Cc1cc2c(cc1C)-c1c(ssc1=Nc1ccc(S(N)(=O)=O)cc1)C(C)(C)N2
→ 6, 3
CCOc1ccc(NC(=O)c2cccc(S(=O)(=O)Nc3c(C)n(C)n(-c4ccccc4)c3=O)c2)cc1
→ 5, -7
Cc1[nH]c2ccccc2c1C(c1ccncc1)N1CCN(c2ccccc2F)CC1 (stereo unspecified)
→ 4, 10
CN(C(=O)COC(=O)c1ccc(Cl)c(S(=O)(=O)N2CCCCC2)c1)C1(C#N)CCCCC1
→ -7, -12
Cc1ccc(NCCCn2cnc(C(=O)Nc3ccc(C)c(C)c3)n2)cc1C
→ -5, -2
CCCCC1(c2ccc(F)cc2)NC(=O)N(CC(=O)Nc2ccc(N3CCOCC3)cc2)C1=O (stereo unspecified)
→ 4, -8
Cc1ccc(C(=O)N2CCN(Cc3ccc4c(c3)OCO4)CC2)cc1S(=O)(=O)N1CCOCC1
→ 2, -13
COc1ccc2c3c([nH]c2c1)C1(NCC3)C(=O)Nc2ccccc21 (stereo unspecified)
→ -2, 4
COc1cccc(C(C)=NNc2ccc([N+](=O)[O-])cc2[N+](=O)[O-])c1OC
→ 3, 2
Cc1nn(Cc2ccccc2)c(C)c1CNC(=O)c1ccc(F)c(S(=O)(=O)N2CCOCC2)c1
→ 0, 8
CCCCNc1c(-c2ccc(OC)c(SC3CCCCC3)c2)nc2cnccn12
→ 69, -12
COc1ccccc1/C=C1\SC(=O)N(CCC(=O)NNC(=O)c2ccccc2Cl)C1=O
→ -6, -10
CC1(C)C2CCC(C2)C1(C)NC(=O)CNCc1cccs1 (stereo unspecified)
→ -2, 7
CCN(CC)c1ccc(NC(=O)C2=CC=CN3CCS(=O)(=O)N=C23)cc1
→ 5, 22
CCN(CC)c1nc(N)nc(NS(=O)(=O)c2ccc(Cl)cc2)n1
→ -8, -6
Cc1ccc(NC(=O)c2cc(-c3cc(F)ccc3OCC3CCCO3)n[nH]2)cc1NS(C)(=O)=O (stereo unspecified)
→ -7, 19
CC1CCCCN1S(=O)(=O)c1ccc(C(=O)Nc2nnc(-c3cccs3)o2)cc1 (stereo unspecified)
→ 4, 1
CCC(=O)Nc1ccc(S(=O)(=O)NCCc2ccccc2)cc1
→ -18, -9
O=C(CCN1CCCCC1)N=Nc1c(O)[nH]c2ccccc12
→ 8, 3
Nn1cc(-c2ccccc2)nc1SCC(=O)N1CCN(S(=O)(=O)c2ccc(Cl)cc2)CC1
→ 8, 7
O=c1c(-c2cc3ccccc3o2)[n+]([O-])c2ccccc2n1OCc1ccccn1
→ -13, 29
O=C(Cc1ccc([N+](=O)[O-])cc1)Nc1cccc(C(=O)N2CCOCC2)c1
→ 0, -11
CCOCCCn1c(=NC(C)=O)c(C#N)cc2c(=O)n3cccc(C)c3nc21
→ 16, 19
Cc1ccc(C)c(NC(=O)CCC(=O)NNC(=S)Nc2ccccc2)c1
→ -4, -7
Cc1nc(NCC2CCCO2)nc2c1C(=O)CC(C)C2 (stereo unspecified)
→ -1, -6
COc1ccc(S(=O)(=O)NC2CC(=O)N(c3cccc(F)c3)C2)cc1OC (stereo unspecified)
→ 0, -2

Going on with the list.
Second line of a record: TAG inh DAPI viability, TAG inh
CCC(Oc1ccccc1)C(=O)Nc1ccccc1C(=O)N1CCCCC1 (stereo unspecified)
→ -3, 4
COc1ccc(C(=O)NNC(=S)Nc2ccccc2)cc1
→ -7, -4
O=C(NC1(C(F)(F)F)C(=O)Nc2c1c(=O)[nH]c(=O)n2Cc1ccco1)C1CCCCC1 (stereo unspecified)
→ 6, -13
CCC(CC)C(=O)NCCc1cc2c(C)ccc(C)c2[nH]c1=O
→ 0, 7
Cc1ccc(-c2nnc(NC(=O)C3=COCCO3)o2)c(C)c1
→ -18, 3
Cc1cc(-c2ccccc2)[nH]c(=O)c1S(=O)(=O)c1ccccc1
→ -13, 12
O=C(CNC(=S)N(Cc1ccccc1F)C1CCCCC1)NCCN1CCOCC1
→ -6, 10
COc1ccc(/C=C(\NC(=O)c2ccccc2)C(=O)NNC(=O)CCN2CCOCC2)cc1
→ 0, -5
O=C(Nc1ccccc1)N(c1ccccc1)C1C=CS(=O)(=O)C1 (stereo unspecified)
→ 3, 9
COC(=O)C1C(=O)C2=C(CC1C)NC(=O)CC2c1cccc(C)c1 (stereo unspecified)
→ 7, -16
CSc1cccc(NC(=O)COC(=O)c2ccccn2)c1
→ -1, -4
COc1cccc(-c2nc(CS(=O)CC(=O)NC3CCCC3)c(C)o2)c1 (stereo unspecified)
→ -8, 19
CCN1CCCC1Cn1cnc2c([nH]c3ccc(C)cc32)c1=O (stereo unspecified)
→ 21, 20
CCOc1ccc(NS(=O)(=O)c2ccc(C(=O)NCC(C)(C)N3CCOCC3)cc2)cc1
→ 14, -55
CCN(CC)S(=O)(=O)c1cccc(-c2nnc(SCC(N)=O)n2C)c1
→ 4, -13

Grouped by structure: those above containing bromine (2)
Second line of a record: TAG inh DAPI viability, TAG inh
COc1ccc(COC(=O)C2=C(C)NC(=O)NC2c2cccc(Br)c2)cc1 (stereo unspecified)
→ -6, -5
CN(C(=O)COC(=O)c1ccc(Br)o1)c1c(N)n(Cc2ccccc2)c(=O)[nH]c1=O
→ -5, -1

Further compounds follow.
Second line of a record: TAG inh DAPI viability, TAG inh
CCCCN(C(=O)c1[nH]c(C)c(C(C)=O)c1C)c1c(N)n(CCCC)c(=O)[nH]c1=O
→ -4, 5
O=C(c1cc(S(=O)(=O)N2CCN(c3ccccc3)CC2)ccc1Cl)N1CCCC(C(F)(F)F)C1 (stereo unspecified)
→ 11, -28
CCOC(=O)C[C@H]1c2ccccc2S(=O)(=O)N1Cc1cccc(C(F)(F)F)c1
→ -6, -1
O=C(NCCN1CCOCC1)c1ccc(Cl)c(S(=O)(=O)N2CCOCC2)c1
→ 2, -3
CC1(C(=O)NCc2cccc3ccccc23)CCN1C(=O)Cc1ccc(-c2ccccc2)cc1 (stereo unspecified)
→ 2, -23
O=C(NNC(=O)c1ccccc1-n1cccc1)c1ccc(Cl)cc1Cl
→ -6, 12
COc1ccc(NC(=O)C2CCCN(CCCc3ccccc3)C2)cc1OCC(C)C (stereo unspecified)
→ 10, 6
CNC(=O)CN(c1ccc(OC)cc1)S(=O)(=O)c1ccc(F)cc1
→ 8, -12
CCOc1ccc2ccccc2c1CNc1nnnn1CC
→ 3, 5
COc1ccc(C2C(C#N)=C(C)NC(C)=C2C(=O)OC(C)C)c(OC)c1 (stereo unspecified)
→ -1, 14
O=C(CCc1ccccc1)NCCc1cccs1
→ 2, -13
COc1ccc(S(=O)(=O)N(C)CC(=O)Nc2ccccc2SC)cc1Cl
→ -7, -13
Cc1cc(NC(=O)CS(=O)(=O)c2cn(Cc3cccc(C(F)(F)F)c3)c3ccccc23)no1
→ 12, -16
COc1ccc(NC(=O)Nc2ccc(Cc3ccncc3)cc2)cc1OC
→ -6, 10
COC(=O)C1=NN(c2cccc3ccccc23)C2C(=O)N(c3ccccc3OC)C(=O)C12 (stereo unspecified)
→ -4, 3

Compound profiles (already shown).
`COC(=O)C1=NN(c2cccc3ccccc23)C2C(=O)N(c3ccccc3OC)C(=O)C12` (stereo unspecified) reads TAG inh DAPI viability: -4; TAG inh: 3
`O=C(CCc1ccccc1)NCCc1cccs1` reads TAG inh DAPI viability: 2; TAG inh: -13
`CCOC(=O)C[C@H]1c2ccccc2S(=O)(=O)N1Cc1cccc(C(F)(F)F)c1` reads TAG inh DAPI viability: -6; TAG inh: -1

Carrying on:
Second line of a record: TAG inh DAPI viability, TAG inh
Cc1ccc(C(=O)NC(=O)OCCn2c(C)cnc2[N+](=O)[O-])cc1
→ -8, 5
Cc1ccc(NC(=O)Cn2c(=O)n(Cc3ccco3)c(=N)c3c4c(sc32)COC(C)(C)C4)cc1
→ -3, -1
O=C(CN1C(=O)S/C(=C/c2cccs2)C1=O)N1CCCC1
→ -6, 10
O=C(NCc1ccco1)c1nc2nc(-c3cccs3)cc(C(F)(F)F)n2n1
→ 26, -2
O=C(Nc1cccc(Cl)c1)Nc1nc(-c2ccc(Cl)cc2)cs1
→ -7, -7
COC(=O)Cn1c(=O)c2c(n(Cc3ccccc3)c1=O)N/C(=C/c1ccc(Br)cc1)C2=O
→ 6, -5
CCOc1ccc(NC(=O)c2cccc3c2C(=O)N(CCOC)C3)cc1
→ 0, 29
Cc1cc(NC(=O)CSc2nc(-c3cccnc3)ccc2C#N)no1
→ -7, 19
CC(C)CN(C(=O)COC(=O)CNC(=O)c1ccc(Cl)cc1)C1CCS(=O)(=O)C1 (stereo unspecified)
→ 4, -1
